SR-BI HDL uptake – blocks mouse SR-BI lipid uptake from DiI-HDL. Q61009. ldlA[mSR-BI] CHO cells, DiI-HDL uptake fluorescence, 3 h. inhibition, % at 12.5 µM. hit rate 0.96% among 320,000. AID 488896;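 active = mean replicate inhibition of at least 70% and a set share of replicates each scoring 70 or more; inconclusive = meets just one of the two criteria; inactive = fails both criteria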;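 also: 0% = median of neutral control wells and 100% = median of positive control wells; values of inactives mirror those of a sister screen read the other way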
Target sequence (Q61009 whole entry, looked up): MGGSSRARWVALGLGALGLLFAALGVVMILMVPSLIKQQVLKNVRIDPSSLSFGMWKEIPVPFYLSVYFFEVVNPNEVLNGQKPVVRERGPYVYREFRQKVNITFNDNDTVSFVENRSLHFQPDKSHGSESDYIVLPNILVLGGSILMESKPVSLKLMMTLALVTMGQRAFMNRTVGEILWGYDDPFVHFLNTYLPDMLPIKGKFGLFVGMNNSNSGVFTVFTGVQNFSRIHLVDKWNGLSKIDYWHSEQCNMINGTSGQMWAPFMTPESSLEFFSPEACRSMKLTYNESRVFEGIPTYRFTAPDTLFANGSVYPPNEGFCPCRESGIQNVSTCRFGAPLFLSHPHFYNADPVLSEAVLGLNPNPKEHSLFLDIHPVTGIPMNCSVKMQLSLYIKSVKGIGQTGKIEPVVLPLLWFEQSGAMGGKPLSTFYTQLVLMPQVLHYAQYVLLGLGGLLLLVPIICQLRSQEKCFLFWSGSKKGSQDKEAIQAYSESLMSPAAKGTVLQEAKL
phage Ecoli inh – E. coli growth loss with phage present. growth absorbance. inhibition, % at 11.9 µM. hit rate 0.26% among 360,000. AID 651602; in the data active = inhibition above about 11%
Wnt bcat act – activators of Wnt/beta-catenin signaling; activation, % at 9.35 µM; hit rate 1.2% among 300,000; Wnt/beta-catenin reporter cell assay, activator, plate reader; in the data active = activation above about 30%, passing the limit was not always enough; inconclusive = no clear call, values can overlap the other calls;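 also: 0% = neutral control wells and 100% = positive control wells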
MITF TRPM1 HTS – increases MITF-driven TRPM1 promoter luciferase signal. SK-MEL-5 TRPM1-promoter luciferase, 24 h; % of positive control, neutral wells = 0. activation, % at 12.5 µM. hit rate 0.75% among 300,000. AID 588334;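 active = mean activation of at least 80% with every replicate also reaching 80%; inconclusive = mean reaches 80% but some replicate falls short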;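 also: 0% = neutral control wells and 100% = parthenolide positive control wells; values of inactives mirror those of a sister screen read the other way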
CAL PDZ FP-1 – CAL PDZ (human) peptide binding inhibition; Q9HD26; inhibition, % at 24.9 µM; AID 602252; hit rate 0.92% among 300,000; purified CAL PDZ, TMR-peptide fluorescence polarization, 1 h;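 active = mean inhibition of at least 30% with at least half of replicates also reaching 30%; inconclusive = no clear call, values can overlap the other calls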;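 also: 0% = DMSO neutral control and 100% = excess unlabeled competitor peptide PRC23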
Tat transport – E. coli Tat transport inhibition. inhibition, % at 10 µM. E. coli MC4100 TorA-mCherry Tat export, fluorescence. hit rate 0.036% among 340,000. AID 488895;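 active = mean replicate inhibition at least 50% and at least half of replicates individually reaching 50%; inconclusive = only one of the two criteria met; inactive = neither criterion met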;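 also: exported cargo escapes ClpAP degradation while cytoplasmic cargo is degraded and loses fluorescence; 0% = median of neutral control wells and 100% = median of NaSCN control wells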
Ecoli viability – counter-screen for AddAB inhibitors: E. coli growth inhibition | inhibition, % at 11.9 µM | hit rate 0.27% among 330,000 | E. coli V3065 growth, OD600 absorbance, 18 h;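 active = inhibition above the campaign's mean inhibition across all tested compounds plus 3 SD, cut at about 9.9% in these data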;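 also: uninfected addAB+ strain grown without phage in ampicillin broth; 0% = DMSO wells and 100% = ciprofloxacin 0.95 µg/ml wells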
CAL PDZ FP-2 – inhibitors of human CAL PDZ peptide binding. Q9HD26. purified CAL PDZ, TMR-peptide fluorescence polarization, 1 h. inhibition, % at 20 µM. hit rate 0.02% among 330,000. AID 504414;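 active = highest replicate inhibition of at least 40%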;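 also: plate controls were DMSO neutral control wells for no effect and unlabeled competitor peptide control wells for full effect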
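Test system: tagged CAL PDZ domain / Buffer or medium: sodium phosphate/NaCl buffer pH 7.4 with TCEP, IgG, Thesit / Reagent: TMR-labelled reporter peptide T*-PRC34 bound in PDZ groove / Compound dosing: single point, 20 µM / Schedule: 1 h incubation at room temperature before polarization reading / Technique: fluorescence polarization (mP) / Benchmarks: unlabelled peptide, DMSO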
SR-BI uptake up – SR-BI HDL lipid transfer activation | CHO ldlA[mSR-BI] cells, DiI-HDL uptake fluorescence, 3 h; 100 = double the neutral-control signal | activation, % at 12.5 µM | hit rate 0.096% among 320,000 | AID 504775;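 active = mean replicate activation of at least 60% and every replicate at or above 60%; inconclusive = mean or all-replicate condition met, but not both; inactive = mean below 60% and not all replicates reaching 60%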;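 also: 0% = median plate neutral-control signal and 100% = twice that signal; values of inactives mirror those of a sister screen read the other way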
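System: LDL receptor-deficient CHO ldlA cells overexpressing murine SR-BI | Timing: 3 h uptake period with compound, 37 °C | Medium: HEPES-buffered (25 mM, pH 7.4) F12 plus 0.5% BSA | Dosing: Single-point compound dose | Signal: Bottom-read fluorescence, 550/595 nm | Read-out: Retained DiI signal reflecting DiI-HDL uptake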
AddAB inh – less growth of phage-infected E. coli with AddAB. E. coli expressing H. pylori AddAB, absorbance growth. hit rate 0.29% among 330,000. inhibition, % at 11.9 µM; in the data active = inhibition above about 12%;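 also: 0% = vehicle wells of infected cells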
An asterisk follows results filed as active; ? = inconclusive; · = no result given.

Values run as follows: SR-BI HDL uptake	phage Ecoli inh	Wnt bcat act	MITF TRPM1 HTS	CAL PDZ FP-1	Tat transport	Ecoli viability	CAL PDZ FP-2	SR-BI uptake up	AddAB inh
- CCc1ccccc1NC(=O)CCNS(=O)(=O)c1ccc2c(c1)CCC(=O)N2
  0.1	2.6	-4.0	2.7	-1.9	2.1	-0.1	-0.1	-0.1	0.3
- C/C(=N\Nc1cc(N2CCOCC2)ncn1)c1ccccc1
  5.8	0.8	9.0	·	-4.3	-6.3	-0.1	-1.9	-5.8	1.5
- O=C(c1ccccc1Sc1ccc([N+](=O)[O-])cc1Cl)N1CCOCC1
  5.0	4.2	-4.6	-6.6	0.2	-3.4	0.3	-1.2	-5.0	0.2
- COc1ccc(NC(=O)COC(=O)c2ccc(F)cc2F)cc1
  13.8	2.2	?	8.3	0.5	3.8	-1.3	-0.9	-13.8	-0.5
- COC(=O)C1=CN(Cc2ccc(OC)c(OC)c2)C=C(C(=O)OC)C1c1ccc(F)cc1
  12.1	-0.7	-0.8	-8.7	-5.5	10.6	-0.2	2.3	-12.1	-0.2
- Cc1cccc(-n2c(SCC(=O)Nc3cccc(S(=O)(=O)NC4=NCCCCC4)c3)nc3ccccc3c2=O)c1C
  25.5	3.6	-0.8	-0.6	-0.1	-2.8	-0.7	-3.0	-25.5	0.0
- O=C(CCCOc1ccc(Cl)cc1Cl)N/N=C/c1ccc(Cl)cc1
  -27.2	3.3	·	13.2	-1.1	-7.0	-0.5	-1.7	27.2	0.0
- Cc1cc(Oc2ccc(N)cn2)ccc1Cl
  -9.5	2.2	-0.5	·	·	5.5	-0.5	-1.6	9.5	0.5
- CC[C@@H](C)C(NC(=O)OC(C)(C)C)c1cn([C@@H](Cc2cc3ccccc3[nH]2)C(=O)N2CCN(C(=O)OC(C)(C)C)CC2)nn1 (some centres undefined)
  15.5	2.4	-5.4	-21.5	0.3	4.7	-0.3	-0.1	-15.5	2.7
- CC(=O)NC(CSC(CC(=O)c1ccco1)c1ccc(C)cc1)C(=O)O (centres undefined)
  ·	4.6	9.3	38.7	-2.1	7.0	0.0	-0.7	·	0.8
- O=C(COC(=O)c1cc(NS(=O)(=O)c2cccs2)ccc1O)Nc1ccccc1
  -6.0	4.6	1.7	-2.1	-5.2	3.2	4.5	-1.4	6.0	3.3
- CC(C)N(C(=O)Cn1cc(S(=O)(=O)CC(=O)NCc2ccc(F)cc2)c2ccccc21)C(C)C
  45.0	0.9	0.8	-1.6	-1.0	0.6	1.0	-1.3	-45.0	0.0
- CCCOC(=O)C1=C(C)NC2=C(C(=O)CC(C)(C)C2)C1c1ccc(N(C)C)cc1 (centres undefined)
  -11.1	1.7	-2.9	4.6	-3.8	-2.3	-0.4	-0.2	11.1	2.0
- Cc1ccc(S(=O)(=O)N(CC(=O)NCc2cccs2)c2ccccc2)cc1
  -23.4	4.0	-3.9	-10.1	-1.4	0.2	·	-5.0	23.4	·
- CC(C)C[C@H](NC(=O)NCc1ccc(F)cc1)C(=O)O
  -3.4	1.7	-2.3	0.4	-0.1	-6.2	1.8	-0.3	3.4	0.7
- COc1cc(CNCc2cc(OC)ccc2OC)cc(OC)c1
  -10.6	0.3	-2.7	5.3	·	-5.1	1.1	-2.8	10.6	0.3
- c1ccc2c(c1)CC(N1CCCCC1)c1ccccc1S2 (centres undefined)
  -2.7	-0.2	1.5	·	-5.5	16.6	-0.3	-0.1	2.7	3.8
- COc1ccc(OCCCC(=O)N2CCN(S(=O)(=O)c3cccc(F)c3)CC2)cc1
  -0.7	3.8	-0.9	-6.0	-0.5	-1.5	1.5	-0.1	0.7	0.2
- Cc1ccc(NC2CCCN(C(=O)CCc3cn[nH]c3)C2)cc1C (centres undefined)
  -23.0	2.7	11.7	-9.9	-3.5	-1.3	-0.3	-1.9	23.0	-0.8
- C#Cc1ccc([C@H]2C=C(C(=O)OCC=C)O[C@@H](OCCCCO)C2)cc1
  0.5	1.4	-3.2	-9.4	-5.9	3.0	-3.1	0.9	-0.5	1.6
- CCn1c(C)cc(O)c(C(=O)Nc2cccc(Cl)c2)c1=O
  4.8	3.2	5.4	51.6	-3.4	4.4	-3.3	-1.5	·	1.8
- CS(=O)(=O)N1CCC(C(=O)Nc2cccc(Cl)c2)CC1
  -6.8	4.4	-1.1	6.3	-3.5	6.8	1.2	·	6.8	1.5
- O=C(O)c1ccccc1C(=O)NCCCCCCNC(=O)c1ccccc1C(=O)O
  10.5	-0.1	-0.3	-1.6	·	2.3	-0.1	-1.9	-10.5	-1.6
- COc1ccc(N2CCN(C(=O)CNC(=O)c3cn(-c4ccccc4OC)c(=O)c4ccccc34)CC2)cc1
  73.6*	2.1	-1.0	2.3	-4.9	-7.9	-2.3	0.2	-73.6	3.3
- Cc1ccc(C)c(N(C(=O)CS(=O)CC(=O)Nc2ccc3c(c2)OCO3)C(C)C(=O)NC2CCCC2)c1 (centres undefined)
  55.8	2.6	-3.8	-14.6	-6.3	1.0	-1.3	0.1	-55.8	-0.6
- Cc1ccc(S(=O)(=O)N(C)C)cc1NC(=O)CSc1nncs1
  -13.3	2.7	2.7	5.3	-2.6	0.0	1.3	-1.8	13.3	0.5
- COC(=O)Cc1[nH]n(-c2nc3ccccc3s2)c(=O)c1C(C)=Nc1ccc(C)cc1
  -4.3	2.3	-2.1	-96.0	-5.2	-7.3	0.8	0.1	4.3	-2.4
- CC(C)CN1C(=O)c2ccc(C(=O)Nc3ccccn3)cc2C1=O
  ·	-1.2	10.3	·	0.0	-5.0	-3.2	-0.6	·	-0.3
- O=C(CCN1C(=O)c2ccccc2C1=O)Nc1ccncc1
  -5.4	5.2	·	-0.9	·	6.0	1.4	0.6	5.4	1.9
- CN(Cc1ccccc1F)C(=O)CN1C(=O)NC2(CCc3ccccc32)C1=O (centres undefined)
  -0.3	1.3	-1.2	-2.0	-4.5	3.4	·	0.8	0.3	·
- Cn1nc(C(F)(F)F)c(C#N)c1N1CCN(c2ccccn2)CC1
  21.7	4.3	-0.8	3.4	-3.2	26.2	3.1	-0.2	-21.7	0.5
- NC(=O)[C@H](Cc1cc2ccccc2s1)NC(=O)[C@@H]1CC2(CC(c3cccc(NC(=O)[C@@H]4CCC(=O)N4)c3)=NO2)CN1C(=O)c1ccccc1 (some centres undefined)
  8.2	0.2	-2.3	3.0	-16.1	-1.8	1.2	-1.5	-8.2	-0.9
- O=C(COC(=O)Cc1ccc(S(=O)(=O)N2CCCCC2)s1)Nc1ccc2c(c1)OCO2
  -4.7	2.4	-4.2	5.1	-1.2	3.9	-1.9	-0.7	4.7	2.4
- COC(=O)c1ccc(N2C(=O)C3CC=CC(C)C3C2=O)cc1 (centres undefined)
  6.1	1.4	-0.8	2.3	-0.3	-7.4	-1.0	-0.6	-6.1	0.6
- O=C(NCc1ccccc1)c1nc(-c2cccs2)no1
  -28.6	3.8	4.1	20.9	-5.0	3.3	-1.5	-1.6	28.6	1.6
- CCn1c2ccccc2c2cc(NC(=O)c3cc(C)on3)ccc21
  52.5	3.2	-3.5	5.0	7.0	2.9	-1.0	-0.2	-52.5	-1.4
- Cc1ccc(CNC(=O)C2c3ccccc3C(=O)N3CCc4ccccc4C23)o1 (centres undefined)
  3.3	2.3	·	-0.7	-5.9	1.0	-1.4	·	-3.3	-1.8
- CCC(=O)Nc1ccc2c(c1)ncn2-c1ccccc1C
  4.8	2.3	-0.2	-2.1	·	1.0	1.0	-2.1	-4.8	0.6
- Cc1ccc(C2NC(=S)NC3=C2C(=O)CC(C)(C)C3)cc1 (centres undefined)
  17.8	6.3	0.2	1.3	0.1	-1.9	2.6	-2.5	-17.8	2.0
- O=S(=O)(NC1CC1)c1ccc(S(=O)(=O)N(Cc2ccccn2)C2CC2)cc1
  5.0	1.5	3.3	-4.0	-0.4	-1.2	1.2	-1.3	-5.0	1.9
- Cc1c(OCC(=O)N2CCC(C(=O)NCCCC(=O)O)CC2)ccc2c1oc(=O)c1ccccc12
  -11.4	1.3	-0.4	-9.2	-6.2	-7.2	-0.4	-2.4	11.4	2.9
- CSc1cccc(-c2nnc(NC(=O)c3cccc(N4C(=O)CCC4=O)c3)o2)c1
  -19.6	-2.5	0.9	-3.8	0.2	-7.1	-4.0	-2.6	19.7	-3.1
- O=C(NCc1ccccc1)C12CN(Cc3ccccc3)CC1C(c1cccc([N+](=O)[O-])c1)=NO2 (centres undefined)
  8.5	2.6	-3.0	-1.5	-2.2	2.6	-0.9	0.7	-8.5	-0.8
- COc1ccc(CC(=O)OCC(=O)Nc2c(C)n(C)n(-c3ccccc3)c2=O)cc1OC
  -24.2	1.4	-3.0	2.9	-9.1	-10.0	-0.9	-0.6	24.2	1.4
- COc1ccc(-c2cc(C(F)(F)F)nc(SCCC(=O)Nc3cc(C)on3)n2)cc1
  -11.2	3.3	-3.4	-2.6	-1.3	-3.2	-1.6	1.1	11.2	-1.9
- O=C(CSc1nnc(-c2cccs2)n1Cc1ccccc1)N1CCc2ccccc2C1
  22.5	0.5	·	-5.0	·	11.2	-1.2	-1.4	-22.5	0.0
- O=C(/C=C/c1ccccc1)OCC(=O)c1ccc[nH]1
  2.9	-1.3	4.4	49.6	·	-0.9	1.4	0.6	-2.9	0.3
- O=[N+]([O-])c1cc(-c2ccc(C(=S)N3CCOCC3)o2)ccc1Cl
  36.9	4.2	2.0	7.9	-3.8	0.0	-1.5	-0.5	-36.9	2.2
- CCOC(=O)c1cnc(-c2ccccc2)nc1Oc1cccc(Cl)c1
  7.2	0.9	2.0	1.6	-6.4	-9.2	-2.1	·	-7.2	1.1
- COCCN(C(=O)COC(=O)C12CC3CC(CC(Cl)(C3)C1)C2)c1c(N)n(Cc2ccccc2)c(=O)[nH]c1=O
  15.0	2.6	-2.0	11.2	8.4	-3.5	1.1	-0.5	-15.0	-1.0
- CC(=O)c1ccc(NC(=O)c2noc(C(C)C)c2[N+](=O)[O-])cc1
  21.8	1.1	-1.8	-2.9	-3.3	-10.0	-2.5	-2.9	-21.8	-0.7
- CN1CCN(NC(=O)c2cc(-c3cccc(Cl)c3)nc3ccccc23)CC1
  61.4	1.1	-1.6	3.6	-3.9	-10.3	-3.1	-2.5	-61.4	-0.5
- Cc1oc(-c2ccccc2F)nc1CS(=O)CC(=O)NCc1ccc(Cl)cc1 (centres undefined)
  0.6	-1.8	1.4	-4.2	-1.4	4.6	1.4	-3.5	-0.6	1.3
- CCOc1cccc(NC(=O)c2cnccc2C(F)(F)F)c1
  -5.8	3.6	0.4	·	-1.5	0.7	-0.2	1.2	5.8	-1.4
- CCCCCC(=O)NC(Cc1ccc(OC)c([N+](=O)[O-])c1)C(=O)O (centres undefined)
  -13.5	4.1	-10.3	-13.5	-3.0	-0.5	0.8	-1.7	13.5	4.8

High-throughput results (PubChem)
